Compound activity from PubChem BioAssay.
Pf Dd2 growth: inhibitors of Plasmodium falciparum Dd2 growth; P. falciparum Dd2 growth, SYBR Green, 72 h; Potency, µM (highest dose often 28.9 µM), inactives show at the top dose activity, negative = inhibition, actives largely listed as inhibitors; actives 4.3% (n = 120,000); active = well fitted inhibition curve with a large enough effect; inconclusive = small, poorly fitted or top-dose-only effect; inactive = no such curve, though single readings can be large or run the other way;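 also: plate controls were DMSO vehicle for no effect and reference drug for full effect; nearly all actives have a fitted effect of over 65% in size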
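Infected erythrocytes (Dd2, 0.3% parasitemia, 2.5% hematocrit final) are added to compound in RPMI-1640/Albumax II medium, grown 72 h at 37C in low oxygen, then lysed with saponin/Triton-X containing SYBR Green and read by fluorescence.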
* = called active by the depositor; i = inactive; ? = inconclusive; & = joins results of further samples; [ ] = another dose, or the depositor's remark. Potency is read from the fitted curve at half-maximal effect.

canonical_smiles | Pf Dd2 growth
COc1ccc(-c2ccc3ncc(Nc4ccncc4)n3n2)cc1OC | ?
Cc1c(Cl)cccc1NC(=O)c1cc(-c2cccs2)on1 | 102%[activator]
O=C(CC1CCN(C(=O)Nc2ccccc2F)C1)NC1CC1 (stereo unspecified) | 1%
O=C(CCC(=O)N1CCSc2ccccc21)Nc1ccc(Cl)cc1 | 16%
CCS(=O)(=O)c1nc(S(=O)(=O)c2ccc(C)cc2)c(NCc2ccccc2Cl)s1 | ?
COc1ccccc1N1CCN(S(=O)(=O)CCNC(=O)Cc2ccc(Cl)cc2)CC1 | i
COC(=O)c1ccc(NC(=O)CC2C(=O)N(c3cccc(F)c3)C(=O)N2CC(C)C)cc1 (stereo unspecified) | -21%
O=C(Nc1ccsc1)N[C@H]1C[C@H]2C(=O)NC[C@@H](CCC(=O)N3CCN(c4ccccn4)CC3)N2C1 | ?
CCOc1ccc(CC(=O)N2CCC3(CC2)N=C(c2ccc(Cl)cc2)NO3)cc1 | ?
COc1ccc(C(=O)N[C@@H]2CCC[C@@H]2C(=O)NCCN2CCCC2)cc1 | ?
CCc1noc(-c2cn(C3CCN(C(=O)COc4cccc(C)c4)CC3)nn2)n1 | ?
O=C(Cn1cnc2ccccc2c1=O)N1CC[C@H](CO)[C@H](O)C1 | -5%

New compounds follow.
canonical_smiles | Pf Dd2 growth
CNC(=O)CC1CCOC2(CCN(C(=O)NCc3ccc(OC)cc3)CC2)C1 (stereo unspecified) | ?
Cc1ccc2oc(C(=O)Nc3nc(-c4ccc(F)cc4)ns3)c(C)c2c1 | i
Cc1cccc(NC(=O)CSc2nnc3scc(-c4ccccc4)n23)c1 | i
Cn1cc2c3c(cccc31)CN(C(=O)c1ccc(F)cc1Cl)CC2 | i
Cc1ccccc1OCC(=O)N1CCC(c2nc3ccccc3s2)CC1 | 25%
CCOC(=O)c1c(C)[nH]c(C)c1S(=O)(=O)NCC(=O)N1CCN(c2cccc(C)c2)C(C)C1 (stereo unspecified) | 27%
O=C(NCCc1ccccc1Cl)c1ccc(Cn2c(=O)c3cccn3c3cccnc32)cc1 | ?
CCCc1noc(-c2cn(C3CCN(C(=O)c4ccc(C)c(F)c4)CC3)nn2)n1 | -11%
COc1ccc(Cl)cc1NC(=O)CCC1CCCN(C(=O)CCc2scnc2C)C1 (stereo unspecified) | -23%
COc1ccc(C2=NN(CCC(=O)NCCc3ccccc3)C(=O)CC2)cc1 | -3%
CCCn1cc(C(=O)N[C@@H]2COCC[C@H]2Oc2ccc(C#N)cc2)c(C)n1 | ?
CCOc1ccc(C(=O)OCc2cc(=O)n3nc(C4CCCCC4)sc3n2)cc1 | ?

Next part:
canonical_smiles | Pf Dd2 growth
Cc1ccc(CN2CCCC23Cc2ccccc2CNC3=O)cc1C (stereo unspecified) | -14%
CCCNC(=O)c1ccc(-n2c(-c3ccccc3)cc3c2CCC(C)C3)cc1 (stereo unspecified) | i
COCc1cc(CNC(=O)C2NCCc3[nH]cnc32)[nH]n1 (stereo unspecified) | 4%
CCOC(=O)c1cnc2c(ccc3ccccc32)c1Nc1ccccc1OCC | 30%[activator]
C=CCN(C)C(=O)[C@H]1CN2CCC1C[C@@H]2Cn1cc(-c2ccc(C(C)(C)C)cc2)nn1 (stereo partly specified) | ?
Cc1ccc(-c2nc3sc(CCNC(=O)c4ccc(C)c(C)c4)c(C)n3n2)cc1 | -8%
COc1ccccc1NC(=O)C1=C(C)Nc2ncnn2C1c1ccccc1C(=O)O (stereo unspecified) | 1.3µM*
Cc1ccc(S(=O)(=O)c2nc(-c3cccs3)oc2SC(C)c2ccccc2)cc1 (stereo unspecified) | -3%
O=C1CC2(CCN(C(=O)c3ccc(Cl)cc3)CC2)Oc2cc(Cl)ccc21 | ?
COC[C@@H]1CN(Cc2ccc3cc[nH]c3c2)C[C@H]1c1nc(C)no1 | ?
COC1CCOC2(CCN(C(=O)c3cc(-c4ccc(F)cc4)n[nH]3)CC2)C1 (stereo unspecified) | ?
COc1cncc(N2CC3CCC(C2)N3CC(F)(F)F)c1 | 5%

(cont.)
canonical_smiles | Pf Dd2 growth
Cc1ccc(-n2c(/C=C/c3c(C)n(C)c4ccccc34)nc3ccccc3c2=O)cc1 | 7%
Cc1ccccc1C1CCCN(C(=O)CCC2(Cc3ccc(F)cc3)CCC(=O)N2)C1 (stereo unspecified) | -3%
COc1ccc(-c2cc3nc4c(c(=O)n3[nH]2)CN(C(=O)c2ccncc2)CC4)cc1 | ?
Cc1ccc(CCCN2CCCC(COc3ccccc3C(=O)NC(C)C)C2)o1 (stereo unspecified) | ?
COCCOCC(=O)N1CCCC(c2nn(C)c(=O)n2C(C)C)C1 (stereo unspecified) | 22%
CCc1nn(CC(=O)NC(C)c2ccccc2)c(=O)c2cc3sccc3n12 (stereo unspecified) | 2%
CCS(=O)(=O)N1C[C@@H](COC)[C@H](c2nc(C3CC3)no2)C1 | i
Cc1ccc(S(=O)(=O)C(CNS(=O)(=O)c2cc(F)ccc2F)c2cccs2)cc1 (stereo unspecified) | i
Cc1ccccc1C(=O)N(C)Cc1cccc(C(F)(F)F)c1 | 14µM*
Cc1nnc(NCc2ccc(F)cc2)c2c1nnn2Cc1ccccc1Cl | 23%
COC(=O)c1ccccc1NC(=O)CSc1nc2sc3c(c2c(=O)[nH]1)CCCC3 | -13%
Cc1noc(-c2cccs2)c1C(=O)NC(C)c1ccccc1 (stereo unspecified) | -18%

Continuation:
canonical_smiles | Pf Dd2 growth
Cn1c(SCC(=O)N2CCCc3ccccc32)ncc(C(=O)Nc2ccccc2)c1=O | 43%[activator]
COc1ccc(-c2nsc(NC(=O)c3ccccc3Br)n2)cc1 | 35%[activator]
CCOC(=O)N1CCC(N(C)CC2CCN(CCc3ccc(F)cc3)CC2)CC1 | ?
COc1ccc(-c2cc(C(=O)NCC3CC3)c3c(C4CCNC4)noc3n2)cc1 (stereo unspecified) | ?
Cc1nnc(N2CCN(c3cccc(Cl)c3)CC2)c2c1nnn2Cc1ccc(F)cc1 | -5%
Cc1ccc(OCC(=O)OC2=C(C(=O)c3ccccc3)N(C)S(=O)(=O)c3ccccc32)cc1 | i
O=S(=O)(N[C@H]1[C@H](O)[C@H](O)C[C@@H]1c1ccc(C(F)(F)F)nc1)c1ccc(Cl)cc1 | i
O=C(Nc1cccc(F)c1)c1cc2n(n1)CC(c1ccc(Br)cc1)OC2 (stereo unspecified) | i
Cc1ccc(C)c(Nc2cc(C(=O)NC3CCCC3)c3ccccc3n2)c1 | i
O=C(Cc1ccc(F)cc1)NC1CCN(c2nc3ncccc3o2)CC1 | -17%[44.1 µM]
COc1ccc(C(=O)CN2C(=O)N(c3cc(C)cc(C)c3)S(=O)(=O)c3ccccc32)cc1 | ?
Cn1cccc1C(=O)N[C@H]1C[C@@H](C(=O)O)N(C(=O)CCCC(=O)N2C[C@@H](NC(=O)c3cccs3)C[C@H]2C(=O)O)C1 | -12%

(cont.)
canonical_smiles | Pf Dd2 growth
COC1CN(c2cccc(F)c2)C12CCNCC2 (stereo unspecified) | ?
CNCC(=O)N1CCC(n2nccc2NC(=O)Nc2ccccc2Cl)CC1 | -5%
CC1(C)NC(=O)N(CCC(=O)N2CCc3c(nc4cc(-c5ccccc5)[nH]n4c3=O)C2)C1=O | 22%[5.79 µM]
Cc1nnc([C@@H]2CC(F)(F)CN2C(=O)c2c(C)noc2C)o1 | 32%[activator]
Cc1oc2ccc(O)c(CN3CCCCCC3)c2c1C(=O)Nc1cccc(C(F)(F)F)c1 | ?
CCOC(=O)N1CCC(NC(=O)c2ccc(OC3CCN(C(=O)C4CC4)CC3)cc2)CC1 | -14%
O=C(Cn1nc2c(cc1=O)CCCCC2)Nc1ccc(Br)cc1 | -10%
Cc1ccc2c(C(=O)N3CCN(C(C)C)CC3)cc(NC(=O)C(C)C)cc2n1 | 9%
O=C(NC1CCCCC1)N[C@H]1CO[C@H]2[C@@H]1OC[C@@H]2n1cc(-c2ccccc2)nn1 | i
O=C1CC2CCN(C(=O)c3cccc(Cl)c3)CC2CCN1 (stereo unspecified) | 19%
COCC(=O)Oc1c(Sc2ccc(C)cc2)c(C)nn1C(C)(C)C | i
COc1ccc(NC(=O)CSc2nc(-c3ccco3)cc(C(F)(F)F)n2)cc1 | 20%

Part of the list above in order of formula weight, high to low.
canonical_smiles | Pf Dd2 growth
O=C(NCCc1ccccc1Cl)c1ccc(Cn2c(=O)c3cccn3c3cccnc32)cc1 | ?
CCOC(=O)c1cnc2c(ccc3ccccc32)c1Nc1ccccc1OCC | 30%[activator]
Cc1ccc2oc(C(=O)Nc3nc(-c4ccc(F)cc4)ns3)c(C)c2c1 | i
COc1ccc(C(=O)N[C@@H]2CCC[C@@H]2C(=O)NCCN2CCCC2)cc1 | ?
Cc1nnc([C@@H]2CC(F)(F)CN2C(=O)c2c(C)noc2C)o1 | 32%[activator]

Following part
canonical_smiles | Pf Dd2 growth
COc1ccc(NC(=O)C(Cc2ccccc2)NS(=O)(=O)c2ccc3c(c2)CCC(=O)N3)c(OC)c1 (stereo unspecified) | 40%[activator]
CCc1ccc(NC(=O)N2CCN(C)C3(CCC(=O)N(C)CC3)C2)cc1 (stereo unspecified) | -8%
O=C(COc1ccccc1)OCc1cc(=O)n2nc(-c3cccs3)sc2n1 | -6%
O=C(Nc1ccccc1C(F)(F)F)C1CCN(S(=O)(=O)c2ccccc2)CC1 | 26%
COc1ccc(C)cc1NC(=O)N1CCC2(CCNC(=O)CC2)CC1 | 13%
CCn1c(C)c(C)c2cc(C(=O)NCc3ccc(F)cc3)ccc21 | i
Cc1ccc(C)c(NS(=O)(=O)c2ccc3c4c(cccc24)C(=O)N3)c1 | -18%
CCC1=C(C(=O)OC)C(c2ccccc2Cl)N2C(CC(=O)N(C)Cc3ccccc3)=CSC2=N1 (stereo unspecified) | -9%
O=[S+]1([O-])NC2(CCN(Cc3ccncc3)CC2)CNc2ccccc21 | i
CC(C)Cc1nc2nccc(-c3ccsc3)n2n1 | -20%
COc1ccc(C(=O)N2CCC3(CC2)COc2ccccc2CN3)cc1 | 1.4µM*
Cc1cccc(C2CCCN(C(=O)c3cn(CCc4ccccc4)nn3)C2)c1 (stereo unspecified) | i

(listing goes on)
canonical_smiles | Pf Dd2 growth
COCCc1nncn1C1CCN(S(=O)(=O)c2ccc(C(F)(F)F)cc2)CC1 | 2%
CCc1ccc(Oc2c(C(F)(F)F)oc3c(CN4CCN(CC)CC4)c(O)ccc3c2=O)cc1 | 0.1µM*
CC(=O)N1CC2(Cc3ccccc31)CN(C(=O)c1ccc(Cl)nc1)C2 | -10%&0%
CNC(=O)C(C)(C)N1CCC[C@H]1C(=O)NCc1ccc(F)cc1 | i
COCCOC1CCOC2(CCN(C(=O)NCc3ccc(OC)cc3)CC2)C1 (stereo unspecified) | 3%
COc1ccc(NC(=O)CN(c2ccc(C)cc2)S(=O)(=O)c2cccc3nonc23)cc1OC | -5%
Cc1noc(C)c1C(=O)N[C@H]1CN(CCS(C)(=O)=O)C[C@@H]1C1CC1 | -8%
CCCC(=O)N1CCN(C2CCN(CCOC)C2=O)CC1 (stereo unspecified) | 21%
O=C(c1ccccn1)N1CCC(Oc2cccnc2)C1 (stereo unspecified) | i
CCOc1ccc(-n2ccnc2SCC(=O)Nc2ccc(OC)cc2OC)cc1 | i
COc1ccc(CC(=O)N2CCC(Cc3nc(-c4ccc(OC)cc4)no3)CC2)cc1 | i
COc1ccc(-c2ccc3n(c2=O)C[C@H]2C[C@@H]3CN(S(C)(=O)=O)C2)cc1 | 34%[44.1 µM]

Further results
canonical_smiles | Pf Dd2 growth
COc1ccc(CNC(=O)C(C)n2nc(C)c3c(C)n(-c4ccccc4)nc3c2=O)c(OC)c1 (stereo unspecified) | ?
COc1ccc(-c2nc(C(C)C)nc3c2CN(C(=O)c2ccc(C(F)(F)F)cc2)CC3)cc1 | i
C/C(=C\c1ccccc1)CN1CCCC12Cc1ccccc1CNC2=O (stereo unspecified) | i
Cc1cc(=O)[nH]c2nnc(SCc3c(F)cccc3Cl)n12 | i
COC(=O)c1ccccc1NC(=O)Cn1ccn2nc3c(c2c1=O)CCCC3 | -51%
CC(NC(=O)Cc1cccn1-c1ccc(Cl)cc1)c1ccccn1 (stereo unspecified) | -14%
CN(CC1(C)CCOCC1)C(=O)c1nccc2ccccc12 | -4%
COc1cccc(CN2CCC3(CC2)CC(c2cccnc2)=NO3)c1 | 12%
CC(=O)N1c2ccc(S(=O)(=O)Nc3ccc(C)c(Cl)c3)cc2CC1C (stereo unspecified) | 12%
COc1ccccc1C(=O)N1CCCN(Cc2ccc3c(c2)OCO3)c2ccccc21 | i
CCc1ccc(NC(=O)N2CCCC(Cn3cnc4cccnc43)C2)cc1 (stereo unspecified) | i
Cc1cc(C)cc(N(CC(=O)Nc2ccc(C)cc2Cl)S(=O)(=O)c2c(C)[nH]c(=O)[nH]c2=O)c1 | 22%
Clc1cnccc1CN1CC(CNc2ccccc2)C2(C1)CN(c1ccccc1)C2 (stereo unspecified) | ?
C=CCNC(=O)c1ccc(N2CC3CC(C2)[C@H]2CCCC(=O)N2C3)nc1 (stereo partly specified) | i

A second format for two compounds above.
> CCS(=O)(=O)c1nc(S(=O)(=O)c2ccc(C)cc2)c(NCc2ccccc2Cl)s1
- Pf Dd2 growth = ?

> COc1ccccc1N1CCN(S(=O)(=O)CCNC(=O)Cc2ccc(Cl)cc2)CC1
- Pf Dd2 growth = i

An excerpt. The share of hits here may be higher or lower than overall.
